# High-throughput results as filed in PubChem.
# TRHR enhancer: allosterically enhances the human TRH receptor | P34981 | TRHR cells, fluo-8 calcium fluorescence, EC20 TRH enhancement | enhancement, % at 2 µM | 360,000 tested, 0.66% active | AID 493056; in the data active = enhancement above about 30%; also: 0% is about no effect
# Target sequence (P34981 whole entry, looked up): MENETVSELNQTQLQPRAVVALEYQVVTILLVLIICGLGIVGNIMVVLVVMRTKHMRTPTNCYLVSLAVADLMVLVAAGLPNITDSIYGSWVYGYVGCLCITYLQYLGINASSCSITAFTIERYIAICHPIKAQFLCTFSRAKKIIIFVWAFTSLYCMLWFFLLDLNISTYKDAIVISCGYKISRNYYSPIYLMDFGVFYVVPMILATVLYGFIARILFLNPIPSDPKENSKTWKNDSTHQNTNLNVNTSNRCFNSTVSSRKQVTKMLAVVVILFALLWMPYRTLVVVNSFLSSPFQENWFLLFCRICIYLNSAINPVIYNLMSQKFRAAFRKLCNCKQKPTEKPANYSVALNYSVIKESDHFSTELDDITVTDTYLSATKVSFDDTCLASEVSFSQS
#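 Enhancer read-out: after compound pinning and an initial kinetic agonist-mode read, an EC20 of TRH (10 nM final) was injected and fluo-8 calcium signal (Ex 480/Em 530) followed at 1 s/cycle for 100 cycles in TRHR-expressing cells.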
# rTrxR1 inhibitor: blocks rat thioredoxin reductase 1 | O89049 | recombinant rTrxR1, NADPH fluorescence consumption, selenite substrate | Potency, µM (highest dose often 114 µM), for inactives: at the highest dose activity change, negative = inhibition, hits mostly inhibitors | 390,000 tested, 1% active; also: potency is read from the fitted curve at half-maximal effect; % is scaled to controls: 0 for no effect and ±100 for the full control effect; nearly all actives have a fitted effect of over 65% in size
#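 Rat TrxR1 (90 nM in the dispensed reagent) was pre-reduced with 400 uM NADPH for 5 min at room temperature, then incubated with compound for 15 min. After 400 uM selenite was added, NADPH fluorescence (Ex 340/Em 450 nm) was followed for 8 min.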
# IDH1 R132H inh: blocks human mutant IDH1 R132H enzyme | O75874 | IDH1-R132H enzyme, NADPH consumption, diaphorase/resazurin fluorescence | Potency, µM (series often up to 76.6 µM), for the others: at the highest dose activity change, negative = inhibition, hits mostly inhibitors | 390,000 tested, 0.093% active; also: potency is read from the fitted curve at half-maximal effect; % is scaled to controls: 0 for no effect and ±100 for the full control effect; nearly all actives have a fitted effect of over 65% in size
# Target sequence (O75874 whole entry R132H, stated change not applied): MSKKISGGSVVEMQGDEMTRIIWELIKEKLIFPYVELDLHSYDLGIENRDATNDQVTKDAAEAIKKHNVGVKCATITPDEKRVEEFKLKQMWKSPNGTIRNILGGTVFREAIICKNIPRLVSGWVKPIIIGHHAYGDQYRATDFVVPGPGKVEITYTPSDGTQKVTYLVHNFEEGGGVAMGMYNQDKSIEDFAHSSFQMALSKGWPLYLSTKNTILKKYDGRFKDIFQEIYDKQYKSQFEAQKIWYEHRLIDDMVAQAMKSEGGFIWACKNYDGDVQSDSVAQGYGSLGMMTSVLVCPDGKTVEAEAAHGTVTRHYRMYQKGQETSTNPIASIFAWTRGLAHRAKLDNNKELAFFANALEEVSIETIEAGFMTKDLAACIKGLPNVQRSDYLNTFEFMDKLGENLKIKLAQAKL
#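 IDH1-R132H (0.5 ug/mL) preincubated 30 min with compound, then NADPH (0.016 mM) and alpha-KG (2 mM) added; 80 min at RT, pH 7.5. Remaining NADPH coupled via diaphorase/resazurin to fluorescence (540/590 nm); concentration-response curves normalized to no-enzyme control.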
# TRHR ag: agonists of human TRH receptor | TRHR cells, calcium flux fluo-8, FDSS agonist mode | activation, % at 2 µM | 360,000 tested, 0.18% active | AID 493084; in the data active = activation above about 30%; also: 0% is about no effect
#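 In this calcium-flux screen, cells bearing human TRHR are dye-loaded with fluo-8, baselined for 10 cycles, then exposed to library compounds; positive kinetic calcium responses during the agonist phase mark hits, with TRH as control.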
# D2 antag: D2 dopamine receptor (human) antagonism | HEK293 TREx D2 cells, calcium flux, dopamine EC80 | inhibition, % at 10 µM | 340,000 tested, 2% active | AID 485344; in the data active = inhibition above about 30%; also: 0% is about no effect
#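 Dopamine at EC80 is the agonist stimulus; test compounds precede it by 180 s. Calcium flux read kinetically in a force-coupled, inducible HEK293 T-REx D2 cell line.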
# D2 agonist: activates the human D2 dopamine receptor; P14416; HEK293 T-REx D2 cells, calcium flux agonist mode; activation, % at 2 µM; 340,000 tested, 0.53% active; AID 485358;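 active = activation over 3 SD above normal in the single-dose calcium agonist read, cut at about 30% in these data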; also: 0% is about no effect
#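 Agonism scored from kinetic calcium signal (1 read/sec, 180 s) following compound pin transfer, after a 10 s baseline. Cells: HEK293 Trex line expressing inducible D2 receptor coupled to calcium, dye-loaded after overnight culture at 30 C.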
# USP1 inh: USP1/UAF1 (human) deubiquitinase inhibition. 390,000 tested, 0.23% active. O94782. Potency, µM (titrated, usually from 57.1 µM), inactives show top-dose activity change, negative = inhibition, usual class: inhibitors. AID 743255. recombinant USP1/UAF1, Ub-Rhodamine cleavage fluorescence; also: potency is read from the fitted curve at half-maximal effect; % is scaled to controls: 0 for no effect and ±100 for the full control effect; nearly all actives have a fitted effect of over 60% in size; inactives centre near -12
#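 1 nM enzyme complex + cpd, 15 min RT; start with Ub-Rho 150nM final; kinetic fluorescence ex 480/em 540, 6 reads q60 s. Buffer 50mM HEPES pH 7.8, 0.5mM EDTA, 0.1 mg/ml BSA, 1mM TCEP, 0.01% Tween-20.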
# TrxR1 substrate: substrates of rat thioredoxin reductase 1; O89049; purified TrxR1 substrate turnover, NADPH consumption readout; Potency, µM (top dose mostly 114 µM), inactives show top-dose activity change, negative = substrate turnover; 390,000 tested, 0.01% active; AID 588456; also: potency is read from the fitted curve at half-maximal effect; % is scaled to controls: 0 for no effect and ±100 for the full control effect; nearly all actives have a fitted effect of over 50% in size
#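 Rat TrxR1, dispensed at 90 nM, was prereduced with 400 uM NADPH (final) for 5 min at ~22 deg C, then incubated with compound 15 min before 400 uM selenite. A first-read NADPH fluorescence drop versus no-compound background flagged substrates.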
# PI4K2A block: blocks human PI4K2A kinase activity | purified PI4K2A, ADP-Glo luminescence, 1 h; stronger effect = lower value | activity change, negative = inhibition, % at 76.9 µM | 420,000 tested, 0.13% active | AID 1346378; in the data active = activity change below about -50%; inconclusive = mostly about -30% to -49%;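 also: -100% = wells without enzyme as full effect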
#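 In this quantitative HTS, ADP production by PI4K2A was quantified luminescently after 1 h at ambient temperature; 100 microM adenosine served as plate-quality control.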
# * = called active by the depositor; ? = inconclusive; . = not tested or not shown; [ ] = another dose, or the depositor's remark. Unless noted, calls follow the shape of the dose curve; as a rule, active = well fitted inhibition curve with a large enough effect; inconclusive = small, poorly fitted or top-dose-only effect; inactive = no such curve, though single readings can be large or run the other way.
1	CCCCOc1ccc(CSCCNC(=S)Nc2ccccc2)cc1
2	Cc1ccc(NC(=O)c2ccc3c(=O)n4c(nc3c2)CCC4)cc1F
3	O=C(O)c1cccnc1C(=O)c1ccccc1
4	COc1cccc(C(=O)NNC(=S)NC2CCCCC2)c1
5	O=C(Nc1ccncc1)C1CCN(S(=O)(=O)c2ccc(Cl)c(C(F)(F)F)c2)CC1
6	CCOc1ccc(CN2C(=O)c3ccccc3C2=O)cc1C(=O)NC1CC(C)(C)NC(C)(C)C1
7	COc1ccccc1/C=N/NC(=O)CCn1cnc2ccccc21
8	CN(C)c1ncc(CN2CCC(CO)(CCCc3ccccc3)CC2)s1
9	O=c1[nH]c2ccccc2s1
10	Cc1cc(C)c(S(=O)(=O)N2CCN(C(=O)c3ccc4c(c3)OCO4)CC2)c(C)c1
assay / entry,1,2,3,4,5,6,7,8,9,10
rTrxR1 inhibitor,-21%,0%,6%[57.1 µM],-23%,5%,21%,16%,12%,12%[57.1 µM],19%[57.1 µM]
PI4K2A block,5,0,0,4,2,-1,2,4,-2,-3
TRHR ag,0.4,4.5,.,-0.2,0.0,0.0,-0.4,0.4,0.0,-0.1
USP1 inh,-10%,-1%,-6%,-9%,-8%,-19%,-4%,-3%,-20%,-18%
D2 agonist,0.0,0.6,.,56*,1.5,0.0,-0.3,68*,0.6,6.4
TRHR enhancer,-4,1,.,-5,-4,3,-6,10,-4,-2
TrxR1 substrate,-7%,-9%,3%[57.1 µM],-9%,-3%,2%,3%,2%,5%[57.1 µM],7%[0.0914 µM]
D2 antag,7,13,.,31*,19,-4,11,62*,8,3
IDH1 R132H inh,4%,11%,-8%,3%,-1%,8%,19%,-12%,1%,3%

11	CCOc1ccc(C(CC(=O)O)NC(=O)C2c3ccccc3Oc3ccccc32)cc1 (stereo not given)
12	CN(CC(=O)N1CCOCC1)S(=O)(=O)c1ccc2ccccc2c1
13	CSc1nc2c([nH]1)c(=S)n(C)c(=O)n2C
14	O=C(NCCOc1ccccc1)c1cncc(Br)c1
15	CNC(=S)NNC(=O)c1ccc2c(c1)OCO2
16	CC(=O)N1CCc2cc(S(=O)(=O)NCCC(=O)N3CCN(c4ccccn4)CC3)ccc21
17	COc1ccc(CCNC(=O)CCc2c(C)c3cc4c(C)coc4cc3oc2=O)cc1
18	COc1ccc(OCC(=O)Nc2ccc(N3CCCCC3)cc2)cc1
19	NC(=O)c1nsc(C(=O)N(Cc2cccnc2)C(C(=O)NC2CCCCC2)c2ccc(F)cc2)c1N (stereo not given)
20	CC1=C(C(=O)OCC2CCCO2)C(c2ccncc2)C2=C(CC(C)(C)CC2=O)N1 (stereo not given)
assay / entry,11,12,13,14,15,16,17,18,19,20
rTrxR1 inhibitor,25%,6%,3%[2.29 µM],13%,-1%[57.1 µM],17%,25%,-16%,5%,-20%
PI4K2A block,-1,-1,-3,0,0,4,-1,0,-6,0
TRHR ag,0.2,0.0,.,0.0,-0.1,-0.3,0.0,-0.4,-0.2,0.4
USP1 inh,-14%,1%,-4%,-10%,-12%,-3%,0%,-18%,-7%,-23%
D2 agonist,0.1,0.2,.,3.1,.,-0.4,-0.8,-1.4,-2.5,0.7
TRHR enhancer,-9,-6,.,3,-2,1,-2,3,2,-3
TrxR1 substrate,26%,-6%,-10%[57.1 µM],2%,8%,8%,6%,-9%,0%,105%[activator]
D2 antag,-16,-5,.,9,.,2,.,-19,21,9
IDH1 R132H inh,-9%,0%,4%,12%,-2%,6%,-2%,0%,-4%,16%

21	O=C1CCC([N+](=O)[O-])C(c2cccc(Br)c2)N1 (stereo not given)
22	CCOc1ccccc1CNC(=O)CCc1c(C)nn(-c2ccc(N3CCCCC3)nn2)c1C
23	CCCOC(=O)c1ccc(NC(=O)c2cnccn2)cc1
24	O=c1c2ccccc2c(/C=N/n2cnnc2)c(O)n1-c1ccccc1
25	O=S(=O)(NC1CCCCCC1)c1cccc2cccnc12
26	CCOc1ccc(N(C(=O)Nc2ccccc2)C2=NCCC2)cc1
27	COCCNC(=O)C(c1ccc(O)cc1)N(Cc1ccccc1)C(=O)CCC(=O)Nc1nccs1 (stereo not given)
28	COc1ccc(Nc2nc(N)nc(CN3CCC(Cc4ccccc4)CC3)n2)cc1
29	Cc1nnc(SCC(=O)Nc2cccc([N+](=O)[O-])c2)n1CC1CCCO1 (stereo not given)
30	Cc1ccc(NS(=O)(=O)c2c(C)[nH]c(C)c2C(=O)N2CCCC2)cc1Cl
assay / entry,21,22,23,24,25,26,27,28,29,30
rTrxR1 inhibitor,14%,17%[57.1 µM],-8%,?,-19%[57.1 µM],18%,8%,6%[57.1 µM],3%,5%
PI4K2A block,2,8,-10,-8,4,0,-1,-1,4,0
TRHR ag,0.0,-0.6,0.3,0.7,-0.2,1.3,0.0,0.3,-0.4,0.0
USP1 inh,-12%,20%,-8%,-11%,-9%,-11%,-15%,?,-5%,-4%
D2 agonist,-0.9,1.8,0.3,1.0,-0.2,0.9,0.0,0.8,-1.1,10
TRHR enhancer,-8,0,0,-2,-1,-4,8,4,18,22
TrxR1 substrate,9%[11.4 µM],-1%[57.1 µM],-10%,24%,-3%[57.1 µM],8%,0%,6%[57.1 µM],0%,-5%
D2 antag,-14,.,7,-1,5,10,-2,-15,17,-4
IDH1 R132H inh,6%,-28%,3%,1%,-9%,1%,0%,-5%,4%,-10%

31	Oc1ccc(Cc2ccccc2Cl)c(O)c1
32	CC(=O)Nc1ccc(NC(=O)C(C)Sc2nnc(C3CC3)n2-c2ccccc2)cc1 (stereo not given)
33	Cc1ccc(S(=O)(=O)CCC(=O)OCC(=O)Nc2ccc(N3CCOCC3)cc2)cc1
34	COc1cc(C(=O)NCc2nnc(SCC(=O)N3CCCC3)o2)cc(OC)c1OC
35	O=C(NCC1CCCO1)C1CCN(C2CCN(C(=O)CC3CCCC3)CC2)CC1 (stereo not given)
36	CCc1ccc(C(=O)C[n+]2cccc3cc(OC)ccc32)cc1
37	O=C(O)c1cc(S(=O)(=O)N2CCCCC2)ccc1F
38	COc1ccc(NC(=O)COc2ccc3c(c2)CCC3)cc1
39	CCOC(=O)C1CCN(C(=O)COc2ccc(Cl)cc2)CC1
40	CCn1nnnc1NCc1ccc(OCc2c(F)cccc2Cl)c(OC)c1
assay / entry,31,32,33,34,35,36,37,38,39,40
rTrxR1 inhibitor,2%[57.1 µM],13%,2%,11%,4%[57.1 µM],13%,28%,13%,-11%,17%
PI4K2A block,-1,0,-5,3,0,-5,-1,-1,2,-14
TRHR ag,.,0.2,0.5,0.7,-1.2,-0.1,.,-0.3,-0.1,-1.3
USP1 inh,-18%,-20%,-3%,-15%,-13%,-28%,0%,-23%,-6%,-22%
D2 agonist,.,0.0,0.3,1.0,0.6,0.2,.,2.4,0.0,-1.4
TRHR enhancer,.,3,12,2,-5,18,.,42*,0,-5
TrxR1 substrate,3%[57.1 µM],2%,1%,1%,6%[57.1 µM],29%,-3%,8%[57.1 µM],-3%,-3%
D2 antag,.,6,-7,5,-12,-12,.,5,3,14
IDH1 R132H inh,10%,18%,4%,-6%,-9%,-1%,14%,-4%,9%,0%

# Complete entries, quoted from the list:
# Listed for CCOc1ccc(N(C(=O)Nc2ccccc2)C2=NCCC2)cc1 : rTrxR1 inhibitor = 18%; PI4K2A block = 0; TRHR ag = 1.3; USP1 inh = -11%; D2 agonist = 0.9; TRHR enhancer = -4; TrxR1 substrate = 8%; D2 antag = 10; IDH1 R132H inh = 1%
# Listed for CCn1nnnc1NCc1ccc(OCc2c(F)cccc2Cl)c(OC)c1 : rTrxR1 inhibitor = 17%; PI4K2A block = -14; TRHR ag = -1.3; USP1 inh = -22%; D2 agonist = -1.4; TRHR enhancer = -5; TrxR1 substrate = -3%; D2 antag = 14; IDH1 R132H inh = 0%

# Other compounds.
41	COc1ccc(OCCOC(=O)c2ccc(-n3cnnn3)cc2)cc1
42	CCC(=O)N1CCN(c2ccc(NC(=O)c3ccc(-c4ccccc4)cc3)cc2)CC1
43	C#CCOCCOCCOCCNc1nc(N2CCN(C(=O)[C@H]([C@@H](C)CC)n3cc([C@@H](N)CC(C)C)nn3)CC2)nc(N2CCN(C(=O)[C@H](Cc3cc4ccccc4[nH]3)n3cc([C@@H](N)Cc4ccc(O)cc4)nn3)CC2)n1
44	CC1CCc2sc(C(=O)NNS(=O)(=O)c3ccc(F)c(F)c3F)cc2C1 (stereo not given)
45	Cc1cc(C)cc(NC(=O)c2oc3ccccc3c2COc2ccccc2)c1
46	CCCn1nc(C(=O)Nc2nc3ccccc3[nH]2)c2ccccc2c1=O
47	COc1ccc([C@@H]2[C@@H]3C(=O)N(C(C)(C)C)C(=O)[C@@H]3[C@]3(Cc4ccccc4)C(=O)N(c4ccc(C(F)(F)F)cc4)C(=O)N23)cc1
48	Cc1ccc2[nH]c(=O)cc(C(=O)OC(C)C)c2c1
49	COc1ccc(OC)c(NC(=O)CSc2ncnc3sc(C)cc23)c1
assay / entry,41,42,43,44,45,46,47,48,49
rTrxR1 inhibitor,14%,.,?,-3%,-17%,29%,5%,22%,-10%
PI4K2A block,6,.,-4,1,-6,2,-1,-6,1
TRHR ag,0.3,0.0,-0.3,1.0,0.8,-0.3,1.1,0.6,.
USP1 inh,-9%,.,-11%,-18%,-3%,-11%,-19%,-19%,?
D2 agonist,0.3,0.4,0.2,-1.2,.,-1.3,3.5,1.6,.
TRHR enhancer,0,-2,-1,-7,4,-1,7,5,.
TrxR1 substrate,0%,.,-11%,-9%,6%[57.1 µM],1%,-8%,12%,-4%
D2 antag,8,6,0,-9,.,-2,-9,-21,.
IDH1 R132H inh,2%,.,-2%,2%,5%,-25%,-7%,-3%,1%
